From PubChem BioAssay
bIAP activator – increases bovine intestinal alkaline phosphatase activity; activation factor at 20 µM; purified bovine IAP, CDP-star luminescence, 30 min; stronger effect = higher value; fold of DMSO-control signal, blank-subtracted; hit rate 0.17% among 200,000; AID 1016;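 active means activation factor of 2 or more at 20 µM, a signal rise over negative controls twice the positive control's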
PMI act hi M6P – increases human PMI activity with near-saturating mannose 6-phosphate; P34949; coupled PMI enzyme assay, resazurin fluorescence, 20 min; stronger effect = higher value; 1 = untreated enzyme, 0 = substrate-free blank; activation factor at 20 µM; hit rate 0.34% among 190,000; AID 1216;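 active means activation factor of 2 or more at 20 µM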
Target sequence (P34949 whole entry, looked up): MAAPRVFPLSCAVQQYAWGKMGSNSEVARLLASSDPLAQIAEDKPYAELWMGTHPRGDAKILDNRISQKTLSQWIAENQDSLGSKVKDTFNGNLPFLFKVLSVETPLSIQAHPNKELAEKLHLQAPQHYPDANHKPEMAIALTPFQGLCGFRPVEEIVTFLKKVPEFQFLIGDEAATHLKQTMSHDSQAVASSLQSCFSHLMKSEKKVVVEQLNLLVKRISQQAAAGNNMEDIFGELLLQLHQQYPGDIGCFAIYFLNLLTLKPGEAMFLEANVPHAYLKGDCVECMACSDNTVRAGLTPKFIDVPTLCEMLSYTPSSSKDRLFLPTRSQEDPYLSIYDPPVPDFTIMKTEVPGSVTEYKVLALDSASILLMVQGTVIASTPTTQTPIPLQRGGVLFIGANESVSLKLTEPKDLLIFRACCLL
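Test system – human PMI in coupled enzyme assay · Timing – 20 min incubation at room temperature · Detection – Diaphorase-driven resazurin-to-resorufin fluorescence, excitation 544, emission 590 nm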
bIAP inhibitor – blocks bovine intestinal alkaline phosphatase activity; purified bovine IAP, CDP-star luminescence, 30 min; inhibition, % at 20 µM; 190,000 tested, under 10 active; AID 1019;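 active means over 50% inhibition of intestinal alkaline phosphatase at 20 µM in the single-dose screen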
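System: purified bovine intestinal alkaline phosphatase (IAP) enzyme; Input: IAP diluted 1/65,000,000 in the well; Measured by: CDP-star luminescence signal; Compound dosing: 20 µM single dose; Incubation: 30 min reaction at room temperature.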
Diaph act CS – diaphorase activation or chemical reduction counter-screen. activation factor at 20 µM. Diaphorase/resazurin coupled assay, resorufin fluorescence, 16 min; stronger effect = higher value; 1 = vehicle wells, 0 = NADH-free wells. hit rate 0.005% among 190,000;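 active means diaphorase activity raised at least twofold by the compound at 20 µM; inactive means activation factor below 2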
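Test system: Clostridium kluyveri diaphorase, purified enzyme; input: enzyme 0.07 U/mL final; buffer or medium: 50 mM HEPES pH 7.4 with 4.542 mM MgCl2, 0.005% Tween 20; also added: 0.114 mM NADH and 0.1 mM resazurin, final amounts; schedule: 16 min enzyme reaction, ambient temperature; technique: fluorescence of resorufin, 544 nm excitation, 590 nm emission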
TNAP inh noacc – blocks human TNAP activity with no phosphate acceptor present; P05186; inhibition, % at 20 µM; hit rate 0.26% among 200,000; purified TNAP, CDP-star luminescence, 30 min;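 active means tissue-nonspecific alkaline phosphatase inhibition above about 50% at 20 µM in the single-dose screen, limit read from the data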;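 further: 0% = DMSO negative control and 100% = EDTA positive control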
Target sequence (P05186 whole entry, looked up): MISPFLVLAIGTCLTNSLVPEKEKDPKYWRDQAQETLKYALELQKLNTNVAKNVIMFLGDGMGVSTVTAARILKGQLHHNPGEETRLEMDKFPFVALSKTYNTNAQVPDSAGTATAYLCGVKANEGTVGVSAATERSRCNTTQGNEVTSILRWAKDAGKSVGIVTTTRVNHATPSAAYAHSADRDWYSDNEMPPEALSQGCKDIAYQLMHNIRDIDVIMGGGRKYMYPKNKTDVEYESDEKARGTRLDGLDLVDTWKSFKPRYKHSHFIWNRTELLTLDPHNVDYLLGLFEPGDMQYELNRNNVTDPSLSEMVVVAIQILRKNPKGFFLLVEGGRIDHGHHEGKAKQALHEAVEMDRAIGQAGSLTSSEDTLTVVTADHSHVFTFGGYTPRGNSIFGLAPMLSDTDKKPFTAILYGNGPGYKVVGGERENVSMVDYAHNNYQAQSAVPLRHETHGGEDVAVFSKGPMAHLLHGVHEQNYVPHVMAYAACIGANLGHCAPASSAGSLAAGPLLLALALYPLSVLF
TNAP inh hiacc – blocks human TNAP under high phosphate acceptor concentration; P05186; purified TNAP, CDP-star luminescence, 1 M DEA; inhibition, % at 20 µM; hit rate 0.03% among 200,000; AID 1135;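 active means over 50% inhibition of tissue-nonspecific alkaline phosphatase at 20 µM in the single-dose screen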;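 further: plate controls were DMSO wells for no effect and EDTA-quenched wells as full inhibition for full effect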
L major viab – Leishmania major promastigote growth inhibition; Leishmania major promastigotes, resazurin fluorescence viability; inhibition, % at 10 µM; hit rate 9% among 200,000; AID 1063; in the data active means inhibition above about 50%;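 further: promastigotes grown with compound for 44 hours at 28 °C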
TNAP act hi DEA – activators of human TNAP at high phosphate acceptor concentration; P05186; purified TNAP, CDP-star luminescence, 1 M DEA, 30 min; stronger effect = higher value; 0 = EDTA background, 1 = DMSO-only activity; activation factor at 20 µM; 200,000 tested, under 10 active; AID 1136;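 active means activation factor at least 2 at 20 µM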
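system = human TNAP | amount = enzyme diluted 1/800 final | reagent = 100 µM CDP-star substrate | signal = luminescent substrate turnover signal | dosing = one dose, 20 µM | benchmarks = EDTA negative control, DMSO positive control | measure = activation factor | timing = 30 min reaction, room temperature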
Diaphorase inh – inhibits diaphorase or chemically oxidizes, flagging diaphorase assay artifacts | diaphorase resazurin-to-resorufin fluorescence, NADH, 16 min; bacterial (C. kluyveri) enzyme, not human | inhibition, % at 20 µM | hit rate 0.69% among 190,000 | AID 1217;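 active means primary screen inhibition at 20 µM above a set limit, cut at about 50% in these data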;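 further: plate controls were DMSO with full reaction for no effect and wells lacking NADH for full effect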
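Test system: diaphorase enzyme from Clostridium kluyveri; amount: diaphorase at 0.14 U/mL in enzyme working solution; detection: fluorescence of resorufin formed from resazurin, Ex 544/Em 590 nm; times: reaction incubation of 16 min at room temperature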
PMI act – phosphomannose isomerase (human) activation | P34949 | purified human PMI, coupled resazurin fluorescence, 20 min; stronger effect = higher value; 1 = vehicle control, 0 substrate-free wells | activation factor at 20 µM | hit rate 0.005% among 190,000 | AID 1214;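 active means activation factor of 2 or more at 20 µM, relative to plate controls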
* hit, by the source's call.

Values run as follows: bIAP inhibitor	PMI act hi M6P	L major viab	TNAP inh hiacc	Diaph act CS	PMI act	bIAP activator	Diaphorase inh	TNAP act hi DEA	TNAP inh noacc
> COc1cc(C2C(C#N)=C(N)Oc3cc(N(C)C)ccc32)cc2c1OCO2 (centres undefined)
 : 2	0.8	29	-4	0.8	0.9	1	25	1	-11
> C/C(=N\NC(=O)CCCNc1cccc(C)c1)c1ccncc1
 : 3	0.6	-1	-2	0.8	0.8	1	22	1	-5
> Cc1ccc(-c2nn(-c3cc(Cl)ccc3[N+](=O)[O-])c(=O)c3ccccc23)cc1
 : 5	0.9	32	-5	0.8	0.9	0.9	24	1	-8
> C#CCOc1ccccc1CNc1ccccc1
 : 14	0.9	8	-7	0.9	1	0.9	10	1.1	-14
> NS(=O)(=O)c1ccc(CCNC(=O)C2CCC(Cn3c(=S)[nH]c4ccccc4c3=O)CC2)cc1 (centres undefined)
 : -18	1	-8	-3	0.8	1	1.2	16	1	-10
> Cn1c(CN2CCOCC2)nnc1SCc1cccc(F)c1
 : -13	1	-6	-4	1.1	1.1	1.1	-10	1	-4
> CCOc1ccccc1C(=O)NCCC(=O)O
 : 10	1	-6	-8	1	0.9	0.9	5	1.1	-9
> Cn1c(C(=O)N2CCN(Cc3ccccc3)CC2)cc2c(=O)n(C)c3ccccc3c21
 : 7	1.1	5	-4	0.6	1.2	0.9	36	1	-15
> COc1ccc(NC(=O)CCSCCC(=O)Nc2ccc(OC)cc2OC)c(OC)c1
 : 8	1	0	-2	0.9	1	0.9	14	1	-8
> O=C1CNC(=O)c2c(nc3n2CCC3)N1
 : 7	1.1	-6	-9	1	1.2	0.9	-4	1.1	-3
> O=C(CN1CCc2ccccc21)NC(=O)NCc1ccco1
 : 10	1	-6	-5	0.8	1.1	0.9	22	1.1	-9
> COCCn1c(C)cc(C(=O)COC(=O)c2ccc(Br)o2)c1C
 : -5	1	-3	0	0.9	1	1	13	1	-11
> CCOC(=O)CC(=O)CSc1nc2c(cc1C#N)CCC2
 : 2	0.9	-6	-1	0.8	1	1	18	1	0
> COc1cccc(N=C2SC(CC(=O)Nc3ccccc3)C(=O)N2Cc2ccccn2)c1 (centres undefined)
 : -10	0.9	32	-4	0.9	1.1	1.1	12	1	-6
> NC(=O)C1CCN(C(=O)CN(c2cccc(C(F)(F)F)c2)S(=O)(=O)c2ccccc2)CC1
 : 4	1	0	-3	0.9	0.9	1	11	1	-5
> COc1cccc(C(=O)/C=C/Nc2ccc(S(=O)(=O)Nc3ccc(C(C)=O)cc3)cc2)c1
 : 14	0.9	20	3	0.9	0.8	0.9	15	1	-2
> C=C(C)c1cccc(C(C)(C)NC(=O)Nn2cnnc2)c1
 : -18	1	3	3	0.9	1	1.2	11	1	-4
> Cc1cccc(-n2c(O)cnc2Nc2nc(C)cc(C)n2)c1
 : -4	1	-4	1	1	1	1	3	1	-6
> CC1CCC(C(=O)NNC(=O)c2cc(-c3ccco3)[nH]n2)CC1 (centres undefined)
 : -39	1	4	-1	0.9	1.1	1.4	6	1	-82
> CC1CCCC/C1=N\NC(=S)NCCc1ccccc1 (centres undefined)
 : 10	1.1	1	4	1	1.2	0.9	-4	1	-32

Among those listed so far, these have an aryl thioether with sulfur outside any ring.
Values run as follows: bIAP inhibitor	PMI act hi M6P	L major viab	TNAP inh hiacc	Diaph act CS	PMI act	bIAP activator	Diaphorase inh	TNAP act hi DEA	TNAP inh noacc
> Cn1c(CN2CCOCC2)nnc1SCc1cccc(F)c1
 : -13	1	-6	-4	1.1	1.1	1.1	-10	1	-4
> CCOC(=O)CC(=O)CSc1nc2c(cc1C#N)CCC2
 : 2	0.9	-6	-1	0.8	1	1	18	1	0

Next section.
Values run as follows: bIAP inhibitor	PMI act hi M6P	L major viab	TNAP inh hiacc	Diaph act CS	PMI act	bIAP activator	Diaphorase inh	TNAP act hi DEA	TNAP inh noacc
> CCOC(=O)C1CCN(c2ccc(C(N)=O)cc2[N+](=O)[O-])CC1
 : 7	1	-7	4	1	1	0.9	-5	1	-10
> COc1ccc(NC(=O)C2CCCN(c3c4c(nc5ncnn35)CCC4)C2)cc1 (centres undefined)
 : -24	1	-4	-3	1	1	1.2	-1	1	-2
> O=C(CCCCCNc1nc(=S)[nH]c2ccccc12)NCCc1c[nH]c2ccccc12
 : 5	0.9	13	-1	0.6	0.8	0.9	45	1	-12
> CN(C)c1ccc(C(=S)N2CCOCC2)cc1Br
 : 1	2.6*	-6	-4	0.9	1.9	1	10	1	-9
> CCOc1ccc(CCNC(=O)COC(=O)c2nc3nc(C)cc(C)n3n2)cc1OCC
 : 21	1	34	3	0.9	1	0.8	6	1	-6
> COc1ccc(N(CC(=O)Nc2cccc([N+](=O)[O-])c2C)S(C)(=O)=O)cc1OC
 : -42	1.1	42	-3	0.9	1.1	1.4	9	1	-8
> Cc1cc(C)c(C2=CSC3=NS(=O)(=O)CCN23)c(C)c1
 : 2	1.1	-4	-5	1	1.1	1	1	1.1	-8
> CCNS(=O)(=O)c1ccc(CCC(=O)NC2CCCC2)cc1
 : 16	0.9	39	-6	0.9	0.9	0.8	14	1.1	-12
> CC(C)CC(c1nnnn1CC1CCCO1)N1CCN(c2cccc(Cl)c2)CC1 (centres undefined)
 : 11	1	20	-3	1	1	0.9	1	1	-6
> CCCOC(=O)Nc1ccccc1C(N)=O
 : -7	0.9	-5	2	0.9	0.9	1.1	13	1	-3
> O=C1CC(O)(C(F)F)Oc2ccc3ccccc3c21 (centres undefined)
 : 31	0.8	-2	1	0.9	1	0.7	10	1	-8
> Cc1cccc(C)c1NC(=O)C(NC=O)c1ccccc1Cl (centres undefined)
 : -2	0.9	-4	-5	0.9	0.9	1	13	1.1	-5
> CCOC(=O)c1[nH]c2ccccc2c1NC(=O)C(CC)CC
 : 4	1	10	-6	0.9	0.9	1	10	1.1	-11
> CCOc1ccccc1N1CCN(C(=O)c2cccc(-c3ccc(O)cc3)c2)CC1
 : 1	0.8	19	-3	0.7	0.8	1	25	1	-10
> CC(=O)c1ccc(NC(=S)N2CCCC(CO)C2)cc1 (centres undefined)
 : 2	0.8	-3	-1	0.9	0.8	1	12	1	-11
> CC(C(=O)Nc1cc([N+](=O)[O-])ccc1Cl)N1CCN(c2ccc(O)cc2)CC1 (centres undefined)
 : 5	0.6	12	0	0.8	0.8	1	23	1	-9
> CCCC(=O)c1ccc(N2CCN(C(=O)c3ccccc3Br)CC2)c(F)c1
 : -8	0.9	10	2	0.9	0.8	1.1	14	1	-3
> COC(=O)c1ccccc1OCC(=O)N1CCN(c2ccc(F)cc2)CC1
 : 3	0.9	3	2	0.9	1	1	6	1	-6
> CCCCCCc1nnc(NC(=O)OCC)s1
 : 17	0.9	-9	-1	0.8	0.9	0.8	19	1	0
> CCOC(=O)C1=C(C)Nc2[nH]c(=O)[nH]c(=O)c2C1c1cccs1 (centres undefined)
 : 12	1	-7	2	1	1.1	0.9	1	1	-3
> O=Cc1c[nH]c2ccc(S(=O)(=O)N3CCOCC3)cc12
 : 8	0.9	-6	-3	0.8	1	0.9	16	1	-9
> COC(=O)C1C2C=CC(C3CC23)C1C(=O)OCC(=O)c1ccc(OC)cc1 (centres undefined)
 : 4	0.8	1	-3	0.8	0.8	1	17	1	-9
> O=C(Cn1ncc(N2CCCC2)c(Cl)c1=O)c1ccc(Cl)cc1
 : 11	1.1	-2	-6	0.9	1	0.9	8	1.1	-8
> CCOC(=O)C1(C)NC(c2ccc(OC)cc2OC)C2C(=O)N(c3cccc(OC)c3)C(=O)C21 (centres undefined)
 : 2	0.9	-6	-2	0.7	0.9	1	28	1	0
> CCOC(=O)N1CCC(NC(=O)c2cc(C(=O)NC3CCCC3)ccc2CO)CC1
 : 5	0.9	-5	0	0.9	0.9	1	9	1	-8
> O=C(O)CSCC(=O)Nc1ccc(C(F)(F)F)cc1
 : 4	1	-3	-2	1.1	1	1	-8	1	-7
> Cc1nc([N+](=O)[O-])c(Sc2nc3ccccc3n2C)n1Cc1ccccc1
 : 0	1	96*	-4	0.8	1	1	21	1	-9
> CNC(=O)CN(c1cc(OCCOC)c(Cl)cc1Cl)S(=O)(=O)c1ccccc1
 : -8	0.9	-2	-3	0.9	0.9	1.1	13	1	-6
> Clc1cccc2sc(N3CCN(c4ccccc4)CC3)nc12
 : 33	0.9	-5	-2	0.9	0.9	0.7	14	1	-7
> O=C(N/N=C(\Cc1ncc[nH]1)c1ccccc1)c1ccccc1
 : -10	1	6	-3	0.9	1.1	1.1	12	1	-6

Individual results from the entries so far:
O=C(N/N=C(\Cc1ncc[nH]1)c1ccccc1)c1ccccc1 in L major viab shows 6
COC(=O)C1C2C=CC(C3CC23)C1C(=O)OCC(=O)c1ccc(OC)cc1 (centres undefined) in TNAP inh noacc shows -9
Clc1cccc2sc(N3CCN(c4ccccc4)CC3)nc12 in bIAP inhibitor shows 33

The list goes on:
Values run as follows: bIAP inhibitor	PMI act hi M6P	L major viab	TNAP inh hiacc	Diaph act CS	PMI act	bIAP activator	Diaphorase inh	TNAP act hi DEA	TNAP inh noacc
> O=C(NCc1ccco1)c1cccc2ccccc12
 : 5	0.9	-6	-8	0.8	0.9	1	24	1.1	-13
> Cc1cc(Cl)ccc1OCC(=O)NCc1ccncc1
 : 6	1	-2	-3	1	1	0.9	2	1	-5
> O=C(CN1C(=O)NC2(CCCCC2)C1=O)Nc1ccc(F)cc1
 : -14	1.1	5	-5	1	1.1	1.1	-4	1	-7
> O=C(c1cccs1)N1CCOCC1
 : 4	1	-6	-7	0.9	1	1	11	1.1	-15
> CC(NC(=O)COC(=O)c1cc(Cl)nc(Cl)c1)c1ccccc1 (centres undefined)
 : -4	1	-4	-2	0.9	0.9	1	12	1	-7
> CC1CCN(c2ncnc3nc[nH]c23)CC1
 : -19	1	30	-1	0.9	1	1.2	5	1	-20
> COC(=O)c1ccc(C)c(NC(=O)CCSc2ccc(Cl)cc2)c1
 : 6	1	-4	-6	1	1	0.9	1	1.1	-3
> C#CCN(C(=O)CC1C(=O)NCCN1C/C=C/c1ccccc1)C1CCCCC1 (centres undefined)
 : 9	0.9	-3	-4	0.8	0.9	0.9	20	1	-6
> COc1cc(CNc2ccccc2SC)ccc1O
 : 25	0.9	4	-7	0.6	0.8	0.8	42	1.1	-14
> Cc1nnc(SCC(N)=O)n1CC1CCCO1 (centres undefined)
 : 7	1	-6	4	1	1	0.9	5	1	-4
> Cc1ccc(CSc2nc3ccccc3c(=O)n2CCCC(=O)NCc2ccco2)cc1
 : 3	1	3	-12	0.9	1	1	6	1.1	-46
> COCc1cc(C)nc2sc3c(=O)oc(C)nc3c12
 : 7	1.1	-1	-3	1	1	0.9	0	1	-11
> COc1cc(OC)c(OC)cc1CN1CCc2ccccc2C1
 : 1	1	5	-3	0.9	1	1	8	1	-21

Compounds as they come; about 10% have a hit in one of these screens.
